# Bioassay records: PubChem BioAssay, several laboratories
# Yfh1-off respiration: mitochondrial function rescue without frataxin homolog – Friedreich's ataxia, plus single-dose screen, dose response (AID 1465); S. cerevisiae Yfh1-off respiration, WST-1 reduction, 72 h; higher fold induction means a stronger effect; fold induction at 50 µM, or EC50 in µM where a hit was titrated; actives 0.074% (n = 220,000);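 active = fold induction of absorbance versus untreated yeast above a set limit, then at least 30% activation at any dose in follow-up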;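 note: activators that raise dye reduction in frataxin-depleted yeast; strong numbers were not always called active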
# KOR beta-arrestin-1: kappa opioid receptor activators – cell-based, luminescence, uHTS, primary screen (AID 1777); KOR beta-arrestin recruitment, luminescence; higher % means a stronger effect; one-dose activation, % at 10 µM; EC50 in µM for titrated hits; actives 0.02% (n = 280,000); in the data active = activation above about 50%, passing the limit was not always enough; note: a part of the inactive calls stands beside numbers as strong as those of hits
# CSM14.1 death rescue: protection against thapsigargin-triggered cell killing – 384-well, CSM14.1, ATP luminescence, primary screen (AID 1222); cellular ATP content (survival), % at 20 µM, or EC50 in µM where a hit was titrated; 190,000 tested, under 10 active; CSM14.1 thapsigargin-induced death rescue, ATP luminescence; higher % means a stronger effect;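 active = EC50 below 50 µM in the dose-response confirmation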;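 note: death triggered by thapsigargin at about 15 µM added after 2 h compound pretreatment; cell ATP read after overnight thapsigargin exposure of roughly 18 to 22 hours; normalized against plate controls of thapsigargin alone and 5% DMSO vehicle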
# GPR55 beta-arrestin: GPR55 agonists via beta-arrestin recruitment, primary screen, imaging, U2OS cells, beta-arrestin-GFP redistribution (AID 1961); U2OS GPR55 beta-arrestin-GFP redistribution imaging; higher % means a stronger effect; activation, % at 10 µM, or EC50 in µM where a hit was titrated; actives 0.048% (n = 290,000);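 active = activation above 40% with more than 50 cells counted in the well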;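 note: U2OS osteosarcoma cells stably expressing GPR55 and beta-arrestin-GFP; plate controls were DMSO negative control for no effect and LPI positive control for full effect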
# KOR beta-arrestin-2: KOR antagonists, beta-arrestin recruitment, cell-based, luminescence, uHTS (AID 1778). KOR beta-arrestin recruitment, luminescence, antagonist mode; higher % means a stronger effect. inhibition, % at 10 µM, or IC50 in µM where a hit was titrated. actives 0.091% (n = 290,000); note: strong numbers were not always called active
# NOD2 inhibition: inhibition of NOD2-driven NF-kB reporter – cell-based, luminescence, uHTS, HEK293 (AID 1566). actives 0.63% (n = 290,000). HEK293 NOD2/NF-kB luciferase reporter, luminescence; higher % means a stronger effect. inhibition, % at 4 µM, or EC50 in µM where a hit was titrated; note: many of its hits are not listed in these tables
# NOD1 inhibition: NOD1 signaling inhibitors, primary screen, cell-based, luminescence, uHTS (AID 1578) | NOD1-driven NF-kB luciferase reporter cells, luminescence; higher % means a stronger effect | one-dose inhibition, % at 4 µM; EC50 in µM for titrated hits | actives 1% (n = 290,000); in the data active = inhibition mostly above about 36%, no sharp cut-off; inactive = mostly below about 34%;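 note: HEK-293T reporter cells stimulated with the NOD1 agonist gamma-tri-DAP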
# NTR1 agonist: NTR1-driven beta-arrestin-GFP spot formation – imaging, U2OS cells, high content, primary screen (AID 493036); actives 0.17% (n = 330,000); P30989; agonist mode; activation, % at 20 µM;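 active = activation at or above 40% of the spot to cytoplasm intensity ratio, with at least 20 cells analyzed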;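 note: 0% = DMSO without peptide and 100% = 100 nM NTR1 peptide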
# Target sequence (P30989 whole entry, looked up): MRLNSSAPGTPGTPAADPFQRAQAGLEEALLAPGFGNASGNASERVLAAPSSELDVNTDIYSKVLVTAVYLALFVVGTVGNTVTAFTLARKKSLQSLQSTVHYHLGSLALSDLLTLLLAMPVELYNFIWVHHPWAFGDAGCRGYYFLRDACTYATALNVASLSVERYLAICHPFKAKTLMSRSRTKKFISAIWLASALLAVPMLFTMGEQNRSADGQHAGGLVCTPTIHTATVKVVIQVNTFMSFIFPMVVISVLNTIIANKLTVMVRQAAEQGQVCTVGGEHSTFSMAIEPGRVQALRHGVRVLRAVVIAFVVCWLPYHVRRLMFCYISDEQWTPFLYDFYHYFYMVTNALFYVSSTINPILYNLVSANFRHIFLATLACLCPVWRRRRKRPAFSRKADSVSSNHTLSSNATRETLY
# TNAP activators: stimulation of alkaline phosphatase TNAP activity – biochemical, luminescent, no phosphate acceptor, uHTS, primary screen (AID 1001); purified TNAP, luminescent activation assay, no phosphate acceptor; higher activation fold means a stronger effect; one-dose activation fold at 20 µM; EC50 in µM for titrated hits; actives 0.03% (n = 200,000); in the data active = activation fold from about 3, or a potency from the dose series; inactive = the rest, 99 in 100 with activation fold below about 1.6; note: many of its hits are not listed in these tables
# NTR1 agonist cell count 20 µM: recorded beside NTR1 agonist, whose call it bears; cell count; measured here: cell count, cytotoxicity flag
# * marks the source's active call; other numbers are inactive results; i = inactive; x = no result given; [ ] = dose if it differs, or a comment. Cut-off read from the data, not from the text of the source, unless noted: active = inhibition above about 50%; inactive = the rest.
mol	Yfh1-off respiration	KOR beta-arrestin-1	CSM14.1 death rescue	GPR55 beta-arrestin	KOR beta-arrestin-2	NOD2 inhibition	NOD1 inhibition	NTR1 agonist	NTR1 agonist cell count 20 µM	TNAP activators
CN(Cc1ccccc1)C(=O)c1nc2ccccn2c1CNCCCOc1cccnc1	i	-4.5%	-1.1%	0.6%	-17%	10%	-40%	1.1	67	1
O=C(NNS(=O)(=O)c1ccc(F)cc1)c1cnn(-c2ccccc2)c1C(F)(F)F	i	5.3%	x	-0.2%	36%	2%	-9%	2.0	38	x
O=C(NNS(=O)(=O)c1ccc2ccccc2c1)NC1CCCCC1	i	2.4%	-4.3%	-0.2%	-8%	15%	-8%	0.0	41	1
CCCn1[nH]cc(SC)c(=O)c1=O	i	-3.1%	0.9%	0.1%	8%	4%	3%	-0.4	56	1.2
c1ccc(Nc2cccc3c(Nc4ccccc4)cccc23)cc1	i	2.2%	x	2.5%	21%	-13%	-11%	7.4	58	x
CC(=O)c1cnc2nc(C(F)(F)F)nn2c1C	i	-0.2%	2.9%	0.2%	7%	4%	-4%	0.1	55	1
CCOC(=O)c1ccccc1NC(=O)c1cc2ccccc2o1	x	7.5%	x	-0.2%	-25%[20 µM]	-13%	-32%	7.9	62	x
CCc1ccc(/C([O-])=C(/C(=S)NCCN2CCOCC2)[n+]2ccccc2)cc1	i	-6.2%	0.4%	0.1%	8%	15%	-19%	1.7	54	1.2
COc1ccccc1C#Cc1ccc2c(=O)c3ccccc3n(C)c2c1	x	3.3%	x	0.0%	-44%[20 µM]	26%	5%	-1.1	79	x
Cc1ccc(CCNC(=O)C2CCN(C(=O)c3sccc3-n3cccc3)CC2)cc1	i	2.0%	-0.3%	-0.1%	-30%	11%	5%	-1.4	35	1.1
O=C(NN1C(=O)c2ccccc2C1=O)C1C2CCCCC21 (stereo not drawn)	i	3.2%	-2.1%	0.1%	11%	20%	38%	1.3	36	1.1
Cc1cc(-c2ccccc2)nc(N(C)N)c1S(C)(=O)=O	i	-2.5%	x	-0.3%	-6%	-2%	-36%	0.4	61	1.1

# Whole records, quoted from the list. Screens in order: Yfh1-off respiration, KOR beta-arrestin-1, CSM14.1 death rescue, GPR55 beta-arrestin, KOR beta-arrestin-2, NOD2 inhibition, NOD1 inhibition, NTR1 agonist, NTR1 agonist cell count 20 µM, TNAP activators
# Cc1ccc(CCNC(=O)C2CCN(C(=O)c3sccc3-n3cccc3)CC2)cc1 as listed: i, 2.0%, -0.3%, -0.1%, -30%, 11%, 5%, -1.4, 35, 1.1
# Cc1cc(-c2ccccc2)nc(N(C)N)c1S(C)(=O)=O as listed: i, -2.5%, x, -0.3%, -6%, -2%, -36%, 0.4, 61, 1.1

# Later entries
mol	Yfh1-off respiration	KOR beta-arrestin-1	CSM14.1 death rescue	GPR55 beta-arrestin	KOR beta-arrestin-2	NOD2 inhibition	NOD1 inhibition	NTR1 agonist	NTR1 agonist cell count 20 µM	TNAP activators
CCN(c1ccccc1)S(=O)(=O)c1ccc(Cl)c(NC(=O)CN(C)C2CCN(C)CC2)c1	i	10%	x	-0.3%	17%	23%	0%	-0.5	52	x
Cc1[nH]c2ccccc2c1C(=O)C(=O)N1CCN(c2ccccc2F)CC1	x	4.0%	x	-0.1%	18%	19%	-29%	0.1	58	x
COc1ccc(CNC(=O)CCC(=O)N2CCN(S(=O)(=O)c3ccc(Cl)cc3)CC2)cc1	i	2.8%	-1.9%	0.0%	-27%	-3%	-23%	3.3	49	1
O=C(Nc1ccccc1)c1cccnc1N1CCCC1	i	4.0%	7.0%	-0.1%	-32%	-2%	-6%	-0.7	57	1.1
CCn1nnc(NC(=O)c2ccc(-c3ccccc3[N+](=O)[O-])o2)n1	i	-3.2%	-1.5%	0.2%	27%[20 µM]	2%	-27%	1.6	43	1.1
CCC(CC)COC(=O)C1=C(C)NC(=O)NC1c1ccc2c(c1)OCO2 (stereo not drawn)	x	-0.5%	x	0.4%	20%	9%	-2%	2.6	60	x
CCn1c(SCC(=O)NCc2ccc3c(c2)OCO3)nnc1-c1ccncc1	i	-3.0%	-0.1%	-0.1%	-12%	4%	-18%	1.3	32	1.1
N#CCc1nc2ccccc2c(=O)[nH]1	i	-6.4%	x	-0.1%	20%	12%	2%	2.8	64	x
O=C(Cn1nnc2ccccc21)NNC(=O)c1ccccc1	i	0.1%	x	0.4%	2%	-1%	-12%	1.5	62	x
Cc1ccnc2nc(C(=O)Nc3nc4ccccc4s3)nn12	i	6.9%	x	-0.2%	-4%	-34%	4%	2.9	53	x
CCn1c(C(=O)N2CCCC(C(=O)O)C2)cc2sccc21 (stereo not drawn)	i	-5.2%	4.5%	-0.1%	53%	12%	-38%	-0.8	37	1.1
COc1ccc(OC)c(CCNC(=O)c2nn(C)c3c2CS(=O)(=O)c2ccccc2-3)c1	x	-0.3%	x	-0.2%	-8%	25%	-10%	-0.8	62	x
Cn1c2ccccc2c2nnc(SCc3ccc4nonc4c3)nc21	i	0.8%	-1.1%	-0.1%	31%	-3%	-33%	4.3	48	1.1
COC(=O)c1ccc(Oc2nc(Nc3ccc(C)c(C)c3)nc(N(C)C)n2)cc1	i	-2.1%	4.3%	0.1%	28%	23%	2%	5.2	65	1
Cc1ccnc(SCC(N)=O)n1	i	-0.9%	-0.3%	-0.2%	9%	-6%	-8%	0.2	50	1.1
COCCNC(=O)c1ccc(CN2CCC(Cc3ccccc3)CC2)cc1	x	0.2%	x	0.5%	26%	-3%	-3%	0.1	66	x
O=C(CSc1ccc(-c2nc3ccccc3[nH]2)cn1)Nc1ccc(S(=O)(=O)NC2CC2)cc1	i	-0.8%	-2.9%	0.3%	-14%	-4%	-12%	-1.4	53	1
Cn1cc(NC(=O)OCc2ccc(Cl)cc2)c(C(F)(F)F)n1	i	-1.3%	1.4%	0.2%	-3%[20 µM]	3%	-19%	-0.4	37	1
Cc1onc(-c2ccccc2Cl)c1C(=O)NC(=S)Nc1ccccc1F	i	-5.2%	3.3%	-0.1%	18%[20 µM]	1%	0%	1.3	69	1
CC(=O)N1CCc2ccc(S(=O)(=O)N3CCc4ccccc43)cc21	i	1.6%	-0.5%	-0.1%	-15%[20 µM]	17%	24%	-0.6	44	0.9
CCOC(=O)c1c(C)n(CCNC(C)=O)c2ccc(O)cc12	i	3.1%	-0.6%	0.7%	-5%	1%	-30%	-1.7	64	1.1
COc1ccc(N2CCN(C(=O)CSc3nnc4c(C)cc5c(C)cc(C)cc5n34)CC2)cc1	i	3.7%	-1.1%	0.0%	-26%	19%	-10%	6.3	101	1
O=c1c2ccccc2nc2c3ccccc3c(NCc3ccco3)nn12	x	0.3%	-0.3%	-0.1%	-10%	-6%	-50%	0.2	93	1.2
C=CCn1c(SCC(=O)Nc2ccccc2C)nc(O)cc1=O	x	8.3%	x	0.3%	-23%	0%	-2%	2.2	55	x
O=C(Nc1cccc(C(F)(F)F)c1)Nc1ccon1	x	8.7%	x	0.0%	6%	-8%	-21%	1.1	58	x
CCn1c(SCC(=O)NC(C)C(C)C)nc2cc(S(=O)(=O)N3CCOCC3)ccc21 (stereo not drawn)	x	0.2%	x	-0.1%	6%	8%	-13%	-0.3	50	x
CCOc1ccc(C(CC(=O)O)NC(=O)c2ccco2)cc1OC (stereo not drawn)	i	3.2%	-0.7%	0.0%	17%	-4%	-3%	-0.6	40	1.1
COCCCNC(=O)c1ccc(N2CCCC2)c(NS(=O)(=O)c2ccc(C)cc2)c1	i	11%	-0.6%	-0.1%	-48%	0%	4%	1.9	50	1.1
O=C1OCC(c2ccccc2)=C1c1ccc(S(=O)(=O)N2CCOCC2)s1	i	10%	1.8%	0.3%	-56%	-2%	8%	0.4	37	2.6
Cc1ccc(C(CC(=O)N2CCCC2)c2ccccc2)c(O)c1 (stereo not drawn)	x	-4.5%	x	-0.3%	-4%	7%	-4%	-0.9	85	x
CC(=O)Nc1ccc(NC(=S)NC(=O)C2CC2)cc1	x	19%	x	-0.1%	-13%	-8%	-29%	0.6	58	x
COc1cc(NC(=O)C2CCN(S(=O)(=O)c3ccc(N4CCCC4=O)cc3)CC2)cc(OC)c1	x	-1.3%	x	-0.1%	-10%	-4%	-18%	5.7	51	x
CC(NC(=O)c1cc(F)c(F)cc1Cl)c1ccncc1 (stereo not drawn)	i	-6.8%	1.0%	-0.3%	3%	6%	-13%	-0.4	51	1.1
CN(C(=O)c1cc(C(=O)N(C)c2ccccc2)cc([N+](=O)[O-])c1)c1ccccc1	x	2.4%	x	0.1%	-37%[20 µM]	11%	-36%	-0.8	76	x
CCc1ccccc1NC(=O)c1cc(-c2ccco2)on1	x	-2.7%	x	0.0%	-20%	7%	-1%	0.7	39	x
O=C(NCc1ccc2c(c1)OCO2)c1ccc(C2SCC(=O)N2Cc2ccco2)cc1 (stereo not drawn)	i	12%	2.9%	-0.1%	-31%	-1%	2%	-0.4	75	1
COc1ccccc1N1CC(C(=O)Nc2cccc(C(=O)O)c2)CC1=O (stereo not drawn)	i	-6.3%	0.0%	-0.2%	-61%	0%	20%	0.4	36	1
COc1ccc2c(-c3ccccc3)cc(SCC(N)=O)nc2c1	i	-0.6%	x	-0.1%	-3%	-2%	-10%	-2.2	60	x
CCCn1c(SCC(=O)N2CCCc3ccccc32)nc2c1c(=O)n(C)c(=O)n2C	x	4.6%	0.4%	-0.2%	-15%	5%	-13%	1.1	62	1.1
Cc1ccc(CC(NC(=O)c2ccccc2)C(=O)NC(CC(C)C)C(=O)O)cc1 (stereo not drawn)	i	0.3%	-5.2%	-0.4%	-10%	-13%	-27%	5.6	43	0.9
CSc1n[nH]c(-c2sccc2OCc2ccc(C)cc2)n1	i	-1.9%	-1.2%	-0.2%	5%	-3%	x	2.5	80	0.9
O=C(NC(=S)N(CCO)Cc1ccccc1)c1ccc(F)cc1Cl	x	-5.5%	x	0.0%	-4%	20%	-2%	-2.1	86	x
CCc1ccc(NC(=O)C(=O)NCCN2CCN(C(=O)c3ccco3)CC2)cc1	i	3.7%	4.0%	-0.2%	-49%	15%	-33%	1.2	52	1.1
CCN(CC)S(=O)(=O)c1cc(NC(=O)C(C)N2CCN(Cc3ccc4c(c3)OCO4)CC2)ccc1C (stereo not drawn)	i	5.7%	0.9%	0.8%	14%	-14%	-10%	4.4	73	1.1
CN1CCN(/C=C2\SC(=S)NC2=O)CC1	i	-0.1%	-3.7%	-0.1%	37%	0%	-9%	-0.5	44	1.1
Cc1ccc(N=Nc2c(C)[nH]n(-c3ccccc3)c2=O)cc1Br	x	-5.4%	x	0.3%	3%	12%	3%	6.2	43	x
Cc1n[nH]c(=S)n(/N=C/c2cccs2)c1=O	i	-1.6%	x	-0.1%	22%	8%	-6%	0.8	64	x
CCCC(=O)Nc1ccc(C(=O)NCC(=O)OCC)cc1	i	-2.2%	2.0%	-0.1%	-35%	12%	10%	-5.2	78	1.1

# These rows are one share of the data; the hit share may differ from the screen's.
